ERp5 block: inhibitors of human ERp5 | Q15084 | inhibition, % at 9.99 µM | hit rate 0.05% among 350,000 | ERp5 insulin aggregation, absorbance 650 nm, 90 min;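 active means mean replicate inhibition above about 25%, with every replicate also reaching it, limit read from the data, passing the limit was not always enough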
Target sequence (Q15084 whole entry, looked up): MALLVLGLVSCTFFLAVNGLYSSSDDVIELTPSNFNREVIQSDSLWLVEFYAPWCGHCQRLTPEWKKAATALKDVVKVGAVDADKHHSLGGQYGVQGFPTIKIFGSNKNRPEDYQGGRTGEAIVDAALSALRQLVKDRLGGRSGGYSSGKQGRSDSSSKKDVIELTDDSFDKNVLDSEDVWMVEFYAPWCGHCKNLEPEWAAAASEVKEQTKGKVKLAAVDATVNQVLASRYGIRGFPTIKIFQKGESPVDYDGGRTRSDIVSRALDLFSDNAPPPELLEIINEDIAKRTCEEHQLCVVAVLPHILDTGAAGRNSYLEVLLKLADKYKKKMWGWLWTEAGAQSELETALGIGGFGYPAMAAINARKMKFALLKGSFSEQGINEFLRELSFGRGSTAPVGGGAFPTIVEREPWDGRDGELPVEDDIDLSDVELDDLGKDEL
esBAF inh: SWI/SNF esBAF complex inhibition; reporter increase, % at 12.5 µM; hit rate 2% among 350,000; mouse ES cells, Bmi1-luciferase knock-in reporter, 24 h; 100% = twice the neutral-well signal; AID 602393; in the data active means activation above about 40%;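 further: 0% = median of the plate's neutral control wells and 100% = double that signal; a rise in the Bmi1 reporter signal indicates esBAF inhibition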
miR122 inh: miR-122 inhibition in Huh7 cells. Huh7 miR-122 Renilla luciferase sensor, 48 h; neutral wells = 0, positive control = 100. hit rate 0.3% among 340,000. activation (reporter increase), % at 12.5 µM;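 active means mean replicate activation score at least 90 and every replicate individually at or above 90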;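 further: higher luciferase means less miR-122 activity so hits act as miR-122 inhibitors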
SIRT5 inh: blocks human SIRT5 desuccinylation of peptide. Q9NXA8. Purified SirT5, succinyl-peptide AMC, trypsin-coupled fluorescence. inhibition, % at 15 µM. hit rate 1.1% among 330,000; in the data active means inhibition above about 15%
Target sequence (Q9NXA8 whole entry, looked up): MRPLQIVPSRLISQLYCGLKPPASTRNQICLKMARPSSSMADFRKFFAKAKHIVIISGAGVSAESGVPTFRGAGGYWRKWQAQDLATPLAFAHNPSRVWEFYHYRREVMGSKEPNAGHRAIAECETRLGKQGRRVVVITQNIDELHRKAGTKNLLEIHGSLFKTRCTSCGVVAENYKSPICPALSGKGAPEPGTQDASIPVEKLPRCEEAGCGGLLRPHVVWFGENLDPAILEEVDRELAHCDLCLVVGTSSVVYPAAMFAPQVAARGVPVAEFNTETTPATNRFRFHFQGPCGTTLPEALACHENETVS
Cneo AK release: Cryptococcus neoformans lysis via adenylate kinase release | C. neoformans lysis, adenylate kinase release luminescence, 4 h; normalised: neutral wells 0, clomiphene wells 100 | lysis activity, % at 15 µM | hit rate 0.2% among 360,000;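 active means mean lysis activity across replicates of at least 80%, whatever share of replicates individually reach that level; inactive means mean lysis activity below 80%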
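read-out = cell lysis signal | test system = log-phase Cryptococcus neoformans yeast cells | input = cells at 5 × 10^6 per mL | medium = fresh YPD growth medium | signal = luminescent adenylate kinase detection reagent | timing = 4 h at 37 °C static, read 1 h later | dosing = single dose | controls = Clomiphene as positive lysis control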
C2C12 statin: suppressors of simvastatin-induced myotoxicity in C2C12 myotubes; hit rate 0.78% among 330,000; rescue of ATP level, % at 7.49 µM; ATP luminescence, 48 h; scaled: DMSO 0, geranylgeraniol control 100;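 active means mean ATP rescue above about 67%, or every replicate alone reaching that limit, limit read from the data, passing the limit was not always enough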;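 further: myotubes were challenged with 10 µM simvastatin during compound exposure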
ARNT-TACC3 inh: disruptors of human ARNT/TACC3 interaction | Q9Y6A5 | AlphaScreen His-ARNT PAS-B/GST-TACC3 binding, luminescence; TACC3 fragment carries E629A point mutation | inhibition, % at 9.99 µM | hit rate 0.66% among 390,000;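 active means mean inhibition of replicates at least 50% and at least half of replicates each reaching 50%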;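 further: 0% = complete ARNT plus TACC3 wells and 100% = ARNT alone without TACC3; many hits fall short of the cut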
An asterisk follows results filed as active; / = not tested or not shown; [ ] = dose if it differs, or a comment.

SMILES	ERp5 block	esBAF inh	miR122 inh	SIRT5 inh	Cneo AK release	C2C12 statin	ARNT-TACC3 inh
COc1cccc(CNC(=O)CN2C(=O)c3ccccc3S2(=O)=O)c1	3	5	-4	1	4	2	-5
Cc1nn(Cc2ccccc2)c(Cl)c1C(=O)NCc1ccc(C)n1C	/	4	-4	/	-5	1	2
CN(C)/C=N/C(=S)Nc1ccc(F)cc1	/	18	-2	/	1	/	-10
C#CCOCCOCCOCCNc1nc(N2CCN(C(=O)[C@H](CCC(=O)O)n3cc(C(N)CO)nn3)CC2)nc(N2CCN(C(=O)[C@H](Cc3cc4ccccc4[nH]3)n3cc(C(N)[C@H](C)CC)nn3)CC2)n1 (stereo partly drawn)	/	/	-2	/	1	/	22
Cc1nonc1C(=O)N1CCCC(N2CCN(c3ccc(F)cc3)CC2)C1 (stereo not drawn)	-5	0	-1	-1	-3	4	17
O=C1Nc2ccccc2N=C(c2ccc3c(c2)OCO3)C1N(C(=O)c1ccc2ccccc2c1)C1CC1 (stereo not drawn)	-1	105*	-3	/	-18	11	/
NC(=O)c1c(NC(=O)c2ccc(F)cc2Cl)sc2c1CCC2	0	49*	-5	/	-1	-9	-1
CC1C=CCC2C(=O)N(c3ccc(OC(=O)c4ccco4)cc3)C(=O)C12 (stereo not drawn)	4	0	-13	-2	1	-7	-3
CC(C)(C)c1ccc(/C=N/NC(=O)c2ccccn2)cc1	-1	/	/	-3	/	/	7
O=C(NCCCn1ccnc1)c1ccncc1	/	5	-6	/	-1	-7	-5
CCC(=O)N1C[C@@H](O)COC[C@@H]2O[C@@H](CC(=O)N3CCCCC3)CC[C@H]21	0	-7	-2[16.7 µM]	10	-1	-22	4
C[C@H]1CN([C@@H](C)CO)C(=O)Cc2cc(NC(=O)NC3CCCCC3)ccc2O[C@@H]1CN(C)S(=O)(=O)c1ccccc1	-1	-3	-5[16.7 µM]	1	0	10	-4
Cc1ccnc(NC(=O)CCC(=O)N(CC(=O)NCCc2ccccc2)c2ccc(F)cc2)c1	3	-1	5	-3	-2	-3	24
COc1ccc(C(c2nnnn2Cc2ccc(F)cc2)N2CCN(c3ccc(OC)cc3)CC2)cc1 (stereo not drawn)	/	10	25	/	-3	15	11
Cc1sc(NC(=O)CCCCC(=O)Nc2sc(C)c(C)c2C(=O)O)c(C(=O)O)c1C	3	/	/	4	/	/	-4
C[C@@H]1CN([C@@H](C)CO)C(=O)c2cc(NS(C)(=O)=O)ccc2O[C@H]1CN(C)S(=O)(=O)c1cccs1	4	-8	-5[16.7 µM]	1	2	-12	0
CC(=O)c1cc2c(cc1NC(=O)CSc1nnc(C)s1)OCO2	/	-11	-14	/	6	8	-10
CN(C)C(CNC(=O)c1cccc(C#N)c1)c1ccco1 (stereo not drawn)	1	9	-5	-1	1	1	1
O=C(O)C(Cc1ccccc1-c1ccccc1)C(=O)O	-1	0	-8	-6	1	-12	-7
Cc1ccc(N2CCCCn3c2nc2c3c(=O)[nH]c(=O)n2C)cc1	/	/	0	/	2	/	-5
CCC(NC(=S)NCc1ccc(F)cc1)c1ccc(C)cc1 (stereo not drawn)	7	0	26	0	15	9	5
CN(CC(=O)Nc1ccc(F)cc1)C(=O)COC(=O)/C=C/c1cccs1	0	/	-3	-3	0	0	9
CCCNC(=O)C[C@@H]1CC[C@H]2[C@H](COc3ccc(NC(=O)c4cccc(F)c4)cc3C(=O)N2C)O1	2	1	33[16.7 µM]	-2	-2	4	-2
O=C(C[C@H]1C[C@@H]2c3cc(NC(=O)Nc4ccc(C(F)(F)F)cc4)ccc3O[C@@H]2[C@@H](CO)O1)NC1CCCCC1	1	11	2[16.7 µM]	5	-1	-3	12
CC(C)(C)C(=O)C1=C(O)C(=O)N(c2ccccc2)C1c1ccccc1 (stereo not drawn)	1	0	/	-1	1	-1	-7
O=C(NCC1CCCN(C2Cc3ccccc3C2)C1)c1cccs1 (stereo not drawn)	4	5	2	0	-3	3	0
O=[N+]([O-])c1cc(S(=O)(=O)c2ccc(N3CCCCC3)c([N+](=O)[O-])c2)ccc1N1CCCCC1	-1	6	1	-6	-1	-4	3
O=C(NC1CCCC1)c1ccc(CN2CCOCC2)cc1	/	16	-1	/	1	-3	-4
CCC(NC(=O)c1cc(COc2ccc(F)cc2Cl)on1)c1ccncc1 (stereo not drawn)	1	11	-9	3	-1	5	/
Cc1oc(-c2ccccc2F)nc1CSCC(=O)NC1CCCC1	-1	/	/	-5	/	/	-5
COc1ccc(S(=O)(=O)N(C)C[C@@H]2Oc3ccc(NS(=O)(=O)c4ccc(Cl)cc4)cc3CC(=O)N([C@H](C)CO)C[C@@H]2C)cc1	/	-1	1[16.7 µM]	/	1	21	4
CCc1ccc(N2C(=O)c3sc4nnc(-c5ccccc5)c(=O)n4c3C2=O)cc1	/	-10	-1	/	1	-2	7
C[C@@H]1CN([C@H](C)CO)C(=O)c2cc(NS(C)(=O)=O)ccc2O[C@@H](C)CCCCO[C@H]1CN(C)CC1CC1	3	0	5[16.7 µM]	-1	3	/	-1
O=C(CCC1CCCN(Cc2ccc(O)c(Cl)c2)C1)NCc1ccccc1F (stereo not drawn)	-5	/	/	0	/	/	-4
CN(CC(=O)Nc1ccc(F)c(F)c1F)C(=O)c1ccc2c(c1)S(=O)(=O)N=C1CCCCCN12	-5	/	/	-3	/	/	-4
COc1ccccc1-c1nnc(SCC(=O)NNC(=O)c2ccccc2F)n1C	8	-5	-13	0	6	-2	-3
Cc1ccc(C(=O)Nc2cccc(C(F)(F)F)c2)cc1Nc1ccccn1	2	3	0	-5	-4	2	-12
CC(C)c1nnc2n1N=C(c1ccc(Cl)cc1)CS2	1	-7	-5	2	-2	14	-1
CO[C@@H]1CN(C)C(=O)c2cc(NC(=O)Nc3ccccc3)ccc2OC[C@H](C)N(C(C)=O)C[C@@H]1C	7	-2	3[16.7 µM]	1	-1	0	-3
O=C(Cc1c[nH]c2ccccc12)NCc1ccccc1F	-1	/	/	2	/	/	-2
CCOc1ccc(C(=O)OCC(=O)NC(C)C)cc1	-1	/	0	2	/	/	-3
COc1ccc(C(=O)NC(C)Cc2c[nH]c3ccccc23)cc1 (stereo not drawn)	-2	12	-1	/	-1	0	/
O=C([C@H]1[C@H](CO)[C@H]2Cn3c(ccc(-c4ccccc4F)c3=O)[C@@H]1N2C(=O)C1CCC1)N1CCCCC1	-4	3	/	-12	0	-9	-2
CC(C)C[C@H](NC(=O)c1[nH]cnc1C(=O)N[C@@H](Cc1ccccc1)C(=O)OCc1ccccc1)C(=O)OC(C)(C)C	8	/	2	0	0	/	5
O=C1C(c2ccccc2)SC(=Nc2ccccc2)N1S(=O)(=O)c1ccccc1 (stereo not drawn)	/	28	-4	/	1	-6	-16
O=C1CC(N2CCCCCC2)C(=O)N1c1ccc(F)cc1 (stereo not drawn)	-3	4	-9	-6	/	5	-2
CC(=O)c1cnc2c(-c3ccccc3)c(C)nn2c1C	-2	-10	0	0	-1	/	/
CO[C@H]1CN(C)C(=O)c2cc(NC(=O)C3CC3)ccc2OC[C@H](C)N(C(C)=O)C[C@@H]1C	3	-1	/	-3	-6	11	4
NC(=O)NCc1ccc(Cl)cc1	/	3	0	/	-2	2	28
Cc1ccc(Cl)cc1NC(=O)Nc1c(C)n(C)n(-c2ccccc2)c1=O	4	-1	-7	-2	-2	15	0

Compounds from the list above containing an NH in an aromatic ring, in the order listed:
SMILES	ERp5 block	esBAF inh	miR122 inh	SIRT5 inh	Cneo AK release	C2C12 statin	ARNT-TACC3 inh
C#CCOCCOCCOCCNc1nc(N2CCN(C(=O)[C@H](CCC(=O)O)n3cc(C(N)CO)nn3)CC2)nc(N2CCN(C(=O)[C@H](Cc3cc4ccccc4[nH]3)n3cc(C(N)[C@H](C)CC)nn3)CC2)n1 (stereo partly drawn)	/	/	-2	/	1	/	22
Cc1ccc(N2CCCCn3c2nc2c3c(=O)[nH]c(=O)n2C)cc1	/	/	0	/	2	/	-5
O=C(Cc1c[nH]c2ccccc12)NCc1ccccc1F	-1	/	/	2	/	/	-2
COc1ccc(C(=O)NC(C)Cc2c[nH]c3ccccc23)cc1 (stereo not drawn)	-2	12	-1	/	-1	0	/
CC(C)C[C@H](NC(=O)c1[nH]cnc1C(=O)N[C@@H](Cc1ccccc1)C(=O)OCc1ccccc1)C(=O)OC(C)(C)C	8	/	2	0	0	/	5

Other compounds:
SMILES	ERp5 block	esBAF inh	miR122 inh	SIRT5 inh	Cneo AK release	C2C12 statin	ARNT-TACC3 inh
Cc1ccc(OCC(=O)Nc2ccc(S(=O)(=O)N3CCCCC3)cc2)c([N+](=O)[O-])n1	8	-6	0	-2	1	10	-1
COCCOC(=O)C1=C(C)Nc2ncnn2C1c1ccccc1 (stereo not drawn)	/	-6	-2	/	0	-6	-2
O=C(CN1C(=O)CCOc2ccccc21)Nc1ccc(Cl)c(S(=O)(=O)N2CCOCC2)c1	-15	0	-11	-2	-2	11	2
O=C(C[C@@H]1C[C@@H]2c3cc(NC(=O)Nc4ccc(C(F)(F)F)cc4)ccc3O[C@@H]2[C@@H](CO)O1)NCc1ccccn1	0	-1	1[16.7 µM]	1	-1	3	13
CCOC(=O)N(C)c1c(CC)nc2c(OCc3ccc(F)c(F)c3)cccn12	5	5	3	-1	5	-8	/
O=C(NCCCN1CCOCC1)C(=O)N/N=C/c1ccccc1Cl	-2	/	/	2	/	/	-3
COCCNC(=O)C[C@H]1CC[C@H]2[C@@H](COC[C@@H](O)CN2S(=O)(=O)c2ccccc2F)O1	/	-1	6[16.7 µM]	/	1	-5	-6
CC(C)(C)NC(=O)C(=O)NNC(=O)COc1ccccc1	-4	/	/	-3	/	/	-3
CCC(=O)OC1(C)C(=O)C=C2C=C(c3ccc(C#N)cc3)OC=C2C1=O (stereo not drawn)	-1	10	/	-3	-11	-9	2
C=CCn1cnc2scc(-c3ccc(C)cc3)c2c1=O	6	-10	-6	0	-1	/	/
Cc1ccc(-c2noc(CCC(=O)N3CCN(c4cccc(C(F)(F)F)c4)CC3)n2)cc1	/	4	-2	/	-1	/	-1
Cc1ccc(CNC(=O)C2CCN(C(=O)c3cccc(Cl)c3)CC2)cc1	-2	-5	4	-2	2	-1	-4
CC(C)NC(=O)Nc1cccc2c1O[C@@H](CN(C)C(=O)Nc1ccc3c(c1)OCO3)[C@@H](C)CN([C@@H](C)CO)C2=O	0	-1	3[16.7 µM]	10	1	-22	1
COc1cccc(OC)c1C(=O)Nc1ccc(CN2CCOCC2)cc1	/	-4	-9	/	0	-29	0
C[C@H](CO)N1C[C@H](C)[C@H](CN(C)Cc2ccc(-c3ccccc3)cc2)Oc2ccc(NC(=O)Cn3cnnn3)cc2C1=O	-2	-3	-7[16.7 µM]	7	-2	18	6
N#C[C@@H]1[C@@H](c2ccc(-c3cncnc3)cc2)[C@H](CO)N1C(=O)Cc1ccccc1	-2	0	/	-4	-2	-7	9
CC1=CC(C)C(C(=O)O)C(C(=O)Nc2cccnc2)C1 (stereo not drawn)	7	/	/	-8	/	/	-4
O=C(NCCN1CCOCC1)/C(=C\c1ccc(F)cc1)NC(=O)c1ccccc1	/	6	-5	-1	2	24	-2
CCOC(=O)c1cc2c(nc1N)CCCC2	-2	/	/	-11	/	/	12
COc1ccc(/C=N/N(C)C2=NCCN2)c(OC)c1OC	2	-6	-3	-1	-1	-19	3
Cc1cc(Cl)ccc1N(CC(=O)NCCSCc1ccco1)S(C)(=O)=O	1	5	-6	-4	10	5	-1
COCC(=O)N1C[C@H]2[C@@H](c3ccccc31)[C@H](CO)N2C(=O)Nc1ccccc1F	2	-1	0[16.7 µM]	-22	54	-4	-10
COC(=O)/C=C/C(=O)N1CCN(c2ccccc2C)CC1	2	/	-5	2	-1	/	-2
O=C(CN1CCN(S(=O)(=O)c2ccccc2)CC1)N1CCc2ccccc21	13	4	-15	-8	9	0	0
Cc1ccc(S(=O)(=O)CCC(=O)OCc2ccc(Cl)cc2)cc1	5	/	/	-8	/	/	-26
O=C(CC1NCCc2ccccc21)Nc1ccc(Cl)cc1 (stereo not drawn)	-3	/	30	0	/	/	-4
Cc1ccc(-n2cc(CN3CCN(c4ccccn4)CC3)c(-c3ccc(F)cc3)n2)cc1	3	5	-3	0	0	0	-12
O=C(COC(=O)COc1ccccc1)Nc1ccccc1OC(F)F	/	-6	3	/	6	1	-5
C[C@H](CO)N1C[C@H](C)[C@H](CN(C)Cc2ccc(F)cc2)OCc2ccccc2-c2ccccc2C1=O	-7	-4	/	10	0	-13	23
